Source: PubChem
RmlCD inh 1536: M. tuberculosis RmlC/RmlD coupled enzyme inhibitors, primary screen, biochemical, compound mixtures, 384-well, from 1536-well plates | AID 1533, 2009 | inhibition, % at 3.6 µM | RmlC+RmlD coupled enzyme assay, percent inhibition; primary screen in compound mixtures | 160,000 tested, 0.03% active; in the data active means inhibition mostly above about 34%, no sharp cut-off; inconclusive means no clear call, values can overlap the other calls; inactive means mostly below about 22%; further: some results filed as inactive read as strong as hits
Target sequence (P9WH09 whole entry, looked up): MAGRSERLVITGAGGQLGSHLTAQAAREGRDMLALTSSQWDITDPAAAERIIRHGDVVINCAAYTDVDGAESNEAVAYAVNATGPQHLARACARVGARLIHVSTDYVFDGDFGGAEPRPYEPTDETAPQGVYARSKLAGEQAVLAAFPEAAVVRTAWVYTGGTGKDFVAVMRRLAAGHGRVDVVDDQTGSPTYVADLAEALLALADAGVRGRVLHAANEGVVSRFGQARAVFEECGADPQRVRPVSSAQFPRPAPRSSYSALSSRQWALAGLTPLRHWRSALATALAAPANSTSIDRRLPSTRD
Target sequence (P9WH11 whole entry, looked up): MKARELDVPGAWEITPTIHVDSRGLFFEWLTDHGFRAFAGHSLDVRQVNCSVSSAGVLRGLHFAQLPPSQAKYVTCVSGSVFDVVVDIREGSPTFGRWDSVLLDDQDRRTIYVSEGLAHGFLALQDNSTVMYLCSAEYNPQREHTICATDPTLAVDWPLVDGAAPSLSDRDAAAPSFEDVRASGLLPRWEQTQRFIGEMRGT
M. tuberculosis GlmU: inhibition of mycobacterial GlmU enzyme – biochemical, glucosamine-1-phosphate acetyltransferase (AID 1376); 220,000 tested, 0.25% active; inhibition, %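 (tested at 30 µM in the primary screen)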, or IC50 in µM where a hit was titrated; Bifunctional protein GlmU (Mycobacterium tuberculosis (strain ATCC 25618 / H37Rv)); M. tuberculosis GlmU acetyltransferase enzyme assay; higher % means a stronger effect; in the data active means inhibition above about 13%; inconclusive means no clear call, values can overlap the other calls;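 further: 0% = complete reaction with vehicle and 100% = reaction without substrate; strong numbers were not always called active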
* marks the source's active call; other numbers are inactive results; ? = inconclusive; . = no result given.

The line under a structure holds: M. tuberculosis GlmU, RmlCD inh 1536
COCCNC(=O)C(C)Oc1ccccc1 (stereo not given)
 : -0.2%, -4
COc1ccc(-c2nc(N3CCC(C)CC3)[nH]c(=O)c2C#N)cc1
 : -2.5%, .
CSc1ncc(Cl)c(C(=O)Nc2sc3c(c2C(=O)NCc2ccco2)CCCC3)n1
 : -1.4%, .
O=C(NCCO)C1COc2ccccc2O1 (stereo not given)
 : -1.3%, .
Cc1ccc2nc(C)c(C(=O)NN=C3CCCCCC3)n2c1
 : 3.3%, 2
O=C(CSc1cccc[n+]1[O-])N1CCc2ccccc21
 : -0.6%, -10
O=C(Cn1c(=O)[nH]c2ccsc2c1=O)NC1CCCCC1
 : 1.9%, .
CCCN1CCN(C(=O)c2cccc3c2C(=O)N(CCOC)C3)CC1
 : 7.1%, 5
CN1C(=O)CC(N2CCN(c3ccc(Cl)cc3)CC2)C1=O (stereo not given)
 : 5.0%, 0
O=C(N/N=C/c1ccc2c(c1)OCO2)c1sc2cc(Cl)ccc2c1Cl
 : 5.7%, 13
O=C1O/C(=C\C(=O)N2CCOCC2)c2ccccc21
 : -0.6%, .
CCO[C@@H]1OC(C(=O)Nc2ccccc2)=C[C@H](C2CC2)[C@H]1CCCO
 : -1.4%, .
O=C(O)C(Cc1ccccc1)N1C(=O)/C(=C/c2cccs2)SC1=S (stereo not given)
 : 17%*, .
Cc1nc(C(=O)NC2CCOCC2)sc1C1(C)CC(c2ccccc2)=NO1 (stereo not given)
 : 2.3%, .
CC1=Nc2ccccc2N=C(NC(=O)CN2CCN(c3ccc(F)cc3)CC2)C1c1ccccc1 (stereo not given)
 : 0.5%, 1

2 records drawn at random from those above, as already listed:
The line under a structure holds: M. tuberculosis GlmU, RmlCD inh 1536
CC1=Nc2ccccc2N=C(NC(=O)CN2CCN(c3ccc(F)cc3)CC2)C1c1ccccc1 (stereo not given)
 : 0.5%, 1
COCCNC(=O)C(C)Oc1ccccc1 (stereo not given)
 : -0.2%, -4

Later entries.
The line under a structure holds: M. tuberculosis GlmU, RmlCD inh 1536
COc1cc(C2NC(=O)NC(C)=C2C(=O)OCC2CCCO2)ccc1O (stereo not given)
 : 3.9%, 8
COc1ccc2oc(-c3ccc(NC(=O)c4ccc(N5CCOCC5)c([N+](=O)[O-])c4)cc3)nc2c1
 : -4.1%, -5
Cc1cc(NC(=O)COC(=O)CSc2nc3cc(Cl)ccc3n2Cc2ccccc2)no1
 : 0.4%, .
O=C(Nc1cccc(F)c1)C1CCN(C(=O)Cc2ccccc2)CC1
 : 5.9%, .
COc1ccc(-c2nnc(SCC(=O)c3ccc(C)o3)o2)cc1
 : 1.4%, .
COc1ccc(N2CC(C(=O)Nc3nnc(SCC(=O)c4ccccc4)s3)CC2=O)cc1 (stereo not given)
 : 4.8%, 9
Cc1ccccc1-c1cc2nc(-c3ccc([N+](=O)[O-])cc3)cc(=O)n2[nH]1
 : 5.0%, -9
Cc1c(NC(=O)C2CC=CCC2C(=O)O)c(=O)n(-c2ccccc2)n1C (stereo not given)
 : 0.8%, .
COc1ccccc1N1CCN(C(=O)/C=C/c2cccs2)CC1
 : 2.5%, -6
Cc1ccc(-n2c(SCc3cn4ccsc4n3)nc3ccccc3c2=O)cc1
 : -5.4%, .
Cc1ccc(-c2nnn(CC(=O)N(c3ccccc3)C(C(=O)NCC3CCCO3)c3ccc(F)cc3)n2)o1 (stereo not given)
 : 2.8%, -8
CN1[C@@H]2CC[C@H]1CC(OC(=O)C1C=Nc3ccccc31)C2 (stereo not given in full)
 : 3.0%, .
CC1C=CCC2C(=O)N(c3cccc(C(=O)N4CCCCCC4)c3)C(=O)C12 (stereo not given)
 : 2.5%, 3
CCC(CC)C(=O)Nc1c2c(nn1-c1ccc(OC)cc1)CS(=O)C2 (stereo not given)
 : 2.5%, -1
O=C(COC(=O)c1ccc(O)cc1)NCCCc1ccccc1
 : 0.2%, 63

The line under a structure holds: M. tuberculosis GlmU, RmlCD inh 1536
COC(=O)CSc1cc(C)nc(SC)n1
 : -0.9%, 3
C=CCN1C(=O)c2ccccc2Sc2ccc(C(=O)N3CCC4(CC3)OCCO4)cc21
 : -0.1%, -7
Cc1cc([N+](=O)[O-])ccc1NC1CCCC1
 : -1.2%, -7
CCC(C)(C)n1nnnc1C(c1ccc(C)cc1)N1CCN(Cc2ccc3c(c2)OCO3)CC1 (stereo not given)
 : -2.2%, .
O=C1c2c(O)cc(O)cc2O[C@H](c2ccc(O)c(O)c2)[C@H]1O
 : -2.2%, .
Cc1onc(-c2ccccc2)c1C(=O)OCC(=O)Nc1cc(S(=O)(=O)N2CCOCC2)ccc1Cl
 : -4.9%, 5
CCC(=O)NC(=Nc1nc2ccccc2s1)NC(=O)CC
 : -1.0%, -1
COc1ccc(N/C=C\C(=O)c2ccc(Br)cc2)cc1OC
 : 1.1%, .
CCOc1cc(NC(=S)NCCCN2CCOCC2)c(OCC)cc1NC(=O)CC(C)C
 : 7.2%, -8
CN(C)NC(=S)NC1CC2CCC1C2 (stereo not given)
 : 1.4%, 14
Cn1c(C(=O)OCC(=O)NCc2cccs2)cc2sccc21
 : -0.4%, 2
Cc1cc2c(cc(C(=O)O)n2C)s1
 : -4.4%, 11
Cc1ccc(OC(=O)c2ccc(Br)o2)cc1
 : -1.8%, .
Cc1ccc2c(c1)cc(CN(Cc1cccnc1)C(=O)NCc1ccccc1)c1nnnn12
 : 2.9%, ?
COc1cc(CCC(=O)OCC(=O)NCc2ccccc2)cc(OC)c1OC
 : 3.6%, .

The line under a structure holds: M. tuberculosis GlmU, RmlCD inh 1536
COc1ccc(OC)c(/C=N/OC(=O)Nc2ccc(Cl)cc2)c1
 : -3.4%, .
CC(C)c1cc(C(=O)N2CCN(C(c3ccccc3)c3ccccc3)CC2)no1
 : 3.7%, .
Cc1csc(SCC(=O)NCc2ccccc2)n1
 : -3.5%, -10
Nc1nnc(SCc2nc3scc(-c4ccccc4)c3c(=O)[nH]2)s1
 : 1.4%, .
O=C(Nc1ccc(Br)cc1)c1cccc(S(=O)(=O)Nc2cnc3ccccc3c2)c1
 : 4.7%, 7
CC1CCc2c(sc3ncn(Cc4ccc(C(=O)O)cc4)c(=O)c23)C1 (stereo not given)
 : -5.2%, 18
O=C(NCc1cccnc1)c1cc(Sc2ccc(F)cc2F)nc2ccccc12
 : 3.1%, 7
CCOc1cc2c3c(c1)C1(OCCO1)C(=O)N3C(C)(C)CC2C (stereo not given)
 : -7.2%, .
CCC(C)(C)NC(=O)C(c1ccccn1)N(C(=O)c1csnn1)C1CCCCC1 (stereo not given)
 : -4.9%, 34
CC(C)c1ccc(-c2nn(-c3ccccc3)cc2C2C(C#N)=C(N)OC3=C2C(=O)CC(C)(C)C3)cc1 (stereo not given)
 : 3.4%, 8
CCOc1ccccc1NC(=O)Nc1c(C)n(-c2ccccc2)c(=O)n1C
 : 6.9%, -1
C=CCn1c(-c2ccc(S(=O)(=O)N3CCOCC3)cc2)csc1=Nc1ccccc1
 : 0.9%, .
O=C(N/N=C/c1cc(Br)c(Br)o1)C(O)c1ccccc1 (stereo not given)
 : -1.9%, 0
S=C(NC1CCCCC1)N1CCc2ccccc2C1
 : -0.1%, -10
Cc1scc(C(=O)N/N=C/c2ccco2)c1C
 : -1.4%, .

The line under a structure holds: M. tuberculosis GlmU, RmlCD inh 1536
CC1=Nc2ccccc2/C1=C/c1sc(=S)n(-c2cccc(C(=O)O)c2)c1O
 : 3.4%, -9
CCOCC(=O)Nc1ccccc1C(=O)O
 : -4.3%, 4
Cc1cc(C(=O)Nc2c(C)nn(Cc3ccc(Cl)cc3)c2C)no1
 : 8.4%, -4
CC(C)(C)NC(=O)CCCSc1nc2ccccc2s1
 : -5.5%, -9
O=C(O)c1ccc(S(=O)(=O)c2ccc3c(c2)C(=O)N(CC2CCCO2)C3=O)cc1 (stereo not given)
 : 3.5%, -9
COc1ccc(OC)c(C2=NOC(C(=O)Nc3ccccc3SC)C2)c1 (stereo not given)
 : -0.2%, -6
CCN(c1ccccc1)S(=O)(=O)c1ccc2[nH]c(=O)[nH]c2c1
 : 7.2%, -10
Cc1ccc2c(c1)cc1c(=O)[nH]ncn12
 : ., -11
CCOc1ccc(NC2=NC(C(=O)NCc3ccccc3)CC(=O)N2)cc1 (stereo not given)
 : 7.7%, .
Cc1ccsc1C(=O)N/N=C/c1ccc([N+](=O)[O-])cc1
 : 5.3%, -3
Cc1cccc(NS(=O)(=O)c2c(C)n[nH]c2C)c1
 : 5.8%, -5
O=C(COc1cccnc1[N+](=O)[O-])NC1CCS(=O)(=O)C1 (stereo not given)
 : 3.8%, 4
Cc1c(C(=O)N2CCCCC2)sc(NC(=O)C23CC4CC(CC(C4)C2)C3)c1C#N
 : -3.9%, .
CCCCNC(=S)N/N=C1\CCCCc2ccccc21
 : -0.5%, -7
Cc1csc(NC(=O)CCNS(=O)(=O)c2ccc3c(c2)c(=O)n(C)c(=O)n3C)n1
 : 4.4%, 0

The line under a structure holds: M. tuberculosis GlmU, RmlCD inh 1536
CCOC(=O)c1sc(C)c2c1NC(c1ccc(Cl)cc1)NC2=O (stereo not given)
 : 0.2%, .
COc1ccc(C2CC(c3cccs3)=NN2C(=O)COC(=O)c2cc3ccccc3cc2O)cc1OC (stereo not given)
 : 0.8%, .
COc1ccc2cc(C3(C)NC(=O)N(CC(=O)Nc4c(C)n(C)n(-c5ccccc5)c4=O)C3=O)ccc2c1 (stereo not given)
 : -6.4%, 6
COc1ccc(N2C(=O)CC(NCc3cccs3)C2=O)cc1 (stereo not given)
 : -2.0%, .
CCc1cccc2c(C(=O)CSc3nncn3-c3ccccc3OC)c[nH]c12
 : -5.6%, -11
O=C(NNC1=NS(=O)(=O)c2ccccc21)c1ccccc1
 : 5.6%, -10
Cc1nc2c(C)cccn2c1/C(O)=C1\C(=O)C(=O)N(CCN2CCOCC2)C1c1cccs1 (stereo not given)
 : -0.9%, 9
CC(C)N=C(NC#N)SCc1ccccc1F
 : 6.7%, .
Cc1ccc(C(=O)CSc2nnc(C(C)C)n2C)cc1C
 : 0.2%, 2
COc1cc2c3c([nH]c2cc1F)C(=O)NCC3
 : -5.6%, .
COc1ccc(C2=NN(CC(=O)Nc3cc(C)ccc3C)C(=O)CC2)cc1
 : 0.1%, 4
CC(=O)CSc1nc(C(F)(F)F)cc(=O)n1-c1ccccc1
 : -4.5%, .
CCCN(CC1COc2ccccc2O1)C(=S)Nc1ccc(C)cc1 (stereo not given)
 : 0.1%, 78
C=CCN(CC=C)CC(O)CN(c1cc([N+](=O)[O-])ccc1OC)S(=O)(=O)c1ccccc1 (stereo not given)
 : -2.3%, .
CCCCN(C(=O)/C=C/c1ccco1)c1c(N)n(CC(C)C)c(=O)[nH]c1=O
 : 5.9%, -14

The line under a structure holds: M. tuberculosis GlmU, RmlCD inh 1536
O=[N+]([O-])c1cc2c(cc1/C=N/n1cnnc1)OCO2
 : -1.8%, -1
O=C(O/N=C1\CCCc2ccccc21)C1CC1
 : 0.4%, -8
COc1ccc(-c2noc(CN(C(=O)c3ccc(OC(C)=O)cc3)C(C)C)n2)cc1OC
 : 0.2%, 19
CN(C)c1cccc(C(=O)N2CCCC(C(=O)c3cc(F)ccc3F)C2)c1 (stereo not given)
 : 3.9%, -9
O=C(COC(=O)COc1cccc2ccccc12)NCC(F)(F)F
 : 7.5%, -6
O=C(CN(CC1CCCO1)C(=O)CCC(=O)Nc1ccccn1)NCc1ccccc1 (stereo not given)
 : -2.5%, .
O=C(Nc1cc([N+](=O)[O-])ccc1F)c1cccs1
 : -4.3%, -6
COc1ccccc1C(=O)OCC(=O)Nc1ccccc1OC(F)F
 : -4.7%, -12
COc1ccc(NC(=O)C(c2ccc(OC)cc2)N(Cc2ccco2)C(=O)CC2NC(=O)NC2=O)cc1 (stereo not given)
 : -2.5%, 3
COc1ccc(-n2c(O)c(C=Nc3ccccc3)c3ccccc3c2=O)cc1
 : 0.8%, 3
CCSc1nnc(NC(=O)CSc2nnc(Cc3cccn3C)n2-c2ccc(F)cc2)s1
 : ., -10
COc1cc(Nc2cc(C)nc3ncnn23)cc(OC)c1
 : -1.4%, 4
Cc1ccc(NC(=O)c2cc(N3C(=O)CCC3=O)ccc2N2CCCCC2)cc1
 : 6.9%, 0
O=C(NC(=O)c1cnccc1C(F)(F)F)Nc1ccccc1
 : ., -5
CCOc1ccc(C(=O)Nc2ccc(N3CCN(C)CC3)cc2)cc1[N+](=O)[O-]
 : -0.5%, -13

The line under a structure holds: M. tuberculosis GlmU, RmlCD inh 1536
CCCOc1ccc(/C(O)=C2/C(=O)C(=O)N(CCCn3ccnc3)C2c2cccnc2)cc1 (stereo not given)
 : -2.1%, 4
CC1(C(=O)O)C=CC2(CCCCC2)N1C(=O)c1ccccc1 (stereo not given)
 : 2.3%, .
COc1cccc(-c2nnc(SCC(=O)N3CCOCC3)o2)c1
 : 1.7%, -7
C=CCNC(=O)C1CC(=O)N(c2ccc(OCC(=O)NCc3ccccc3)cc2)C1 (stereo not given)
 : -3.2%, .

Among those listed so far, four have a cyano group:
The line under a structure holds: M. tuberculosis GlmU, RmlCD inh 1536
COc1ccc(-c2nc(N3CCC(C)CC3)[nH]c(=O)c2C#N)cc1
 : -2.5%, .
CC(C)c1ccc(-c2nn(-c3ccccc3)cc2C2C(C#N)=C(N)OC3=C2C(=O)CC(C)(C)C3)cc1 (stereo not given)
 : 3.4%, 8
Cc1c(C(=O)N2CCCCC2)sc(NC(=O)C23CC4CC(CC(C4)C2)C3)c1C#N
 : -3.9%, .
CC(C)N=C(NC#N)SCc1ccccc1F
 : 6.7%, .

These rows are one share of the data; count on the stated rates, not on these rows.
